Bcl-XL Bim block – human Bim-Bcl-XL interaction inhibition; Bim peptide-Bcl-XL binding, bead flow cytometry, fluorescence; inhibition, % at 10 µM; Q07817; 0.04% of 190,000 active
Bim-Mcl-1 – inhibitors of Bim-Mcl-1 interaction, human. Bead-based flow cytometry, Bim peptide-Mcl-1 binding. Q07820. 0.1% of 190,000 active. AID 1009. inhibition, % at 10 µM;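 also: 0% = no compound tracer wells and 100% = peptide blocker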
Target sequence (Q07820 whole entry, looked up): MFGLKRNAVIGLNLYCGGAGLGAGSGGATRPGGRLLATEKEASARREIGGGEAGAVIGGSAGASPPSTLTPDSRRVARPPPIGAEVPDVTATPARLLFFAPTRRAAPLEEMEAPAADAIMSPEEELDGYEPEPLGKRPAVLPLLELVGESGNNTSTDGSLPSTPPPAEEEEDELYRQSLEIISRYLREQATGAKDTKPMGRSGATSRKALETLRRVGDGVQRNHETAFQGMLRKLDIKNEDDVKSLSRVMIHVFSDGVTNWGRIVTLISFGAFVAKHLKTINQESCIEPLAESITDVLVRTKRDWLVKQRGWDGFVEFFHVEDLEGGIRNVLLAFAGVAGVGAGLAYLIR
RGS7-Gao reg – regulators of human RGS7-Galphao interaction; Multiplexed bead flow cytometry, RGS7-Galphao binding; actives lie on both sides; AID 1439; 0.35% of 220,000 active; binding response (% of control), % at 10 µM; P09471; in the data active = binding response below about 49% or above about 150%;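 also: fluorescent Galphao held in activated GDP-AlF4 state binding bead-coupled RGS7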
ABCG2 inh – blocks JC-1 efflux by human ABCG2 transporter; Q9UNQ0; IgMXP3 cells, flow cytometry; inhibition, % at 6.6 µM; 0.1% of 190,000 active;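 active = inhibition above 80%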;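 also: 0% = DMSO and 100% = nicardipine control wells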
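System: two drug-resistant human cell lines, ABCG2 and ABCB1; controls: nicardipine high and DMSO low controls; times: 10 min exposure at 25 °C with rotation, no wash; detection: flow cytometry of retained JC-1 fluorescence; read-out basis: percent efflux inhibition, scaled nicardipine 100% to DMSO 0%; doses: one concentration, 6.6 µM final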
ABCB1 inh – human ABCB1 inhibition, ABCG2 as counter-screen. P08183. CCRF-Adr cells, JC-1 efflux, flow cytometry. inhibition, % at 6.6 µM. 0.067% of 190,000 active. AID 1326; in the data active = inhibition above about 40%;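 also: 0% = vehicle and 100% = reference inhibitor; higher value means more JC-1 retained so stronger ABCB1 efflux block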
RGS8-Gao – modulates binding of RGS8 to human Galphao | multiplexed bead flow cytometry; actives lie on both sides | 0.34% of 220,000 active | response (percent of control binding), % at 10 µM | P09471; in the data active = response below about 60% or above about 140%; inactive = in between;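 also: Galphao activated as the GDP aluminium fluoride complex binding bead-coupled RGS8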
Bcl-2 Bim block – inhibitors of Bim-Bcl-2 interaction, human; Bead-based flow cytometry, Bim peptide-Bcl-2 binding; inhibition, % at 10 µM; 0.06% of 190,000 active; AID 950; in the data active = inhibition above about 40%;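 also: 0% = no compound wells with probe peptide and 100% = reference peptide inhibitor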
RGS4-Gao reg – human RGS4-Galphao interaction regulation. P09471. Multiplexed bead flow cytometry, RGS4-Galphao binding; actives lie on both sides. binding response (% of control), % at 10 µM. 0.33% of 220,000 active. AID 1415; in the data active = binding response below about 49% or above about 150%; inactive = in between;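 also: fluorescent Galphao activated with aluminum fluoride binding bead-coupled RGS4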
Bim-Bcl-B – human Bim-Bcl-B interaction inhibition; AID 951; 0.073% of 190,000 active; inhibition, % at 10 µM; bead-based flow cytometry, Bim peptide-Bcl-B binding;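 also: 0% = tracer peptide without compound and 100% = reference inhibitor peptide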
Target sequence (Q9HD36 whole entry, looked up): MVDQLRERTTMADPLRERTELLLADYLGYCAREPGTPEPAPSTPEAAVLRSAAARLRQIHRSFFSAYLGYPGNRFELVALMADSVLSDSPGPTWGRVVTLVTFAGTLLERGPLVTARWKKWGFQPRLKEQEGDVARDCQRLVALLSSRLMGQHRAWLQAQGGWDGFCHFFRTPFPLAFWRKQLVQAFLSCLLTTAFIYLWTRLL
Bfl-1 Bim block – disrupts Bim binding to human Bfl-1. Bead-based flow cytometry, Bim-Bfl-1 binding inhibition. Q16548. 0.12% of 190,000 active. inhibition, % at 10 µM;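 also: 0% = wells without compound plus tracer and 100% = blocker peptide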
Bim-Bcl-W – human Bim-Bcl-W interaction inhibition; Q92843; bead-based flow cytometry, Bim peptide-Bcl-W binding; inhibition, % at 10 µM; 0.02% of 190,000 active; AID 952;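 also: 0% = bound tracer without compound and 100% = peptide blocker; higher means less fluorescent Bim peptide bound to Bcl-W beads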
* = called active by the depositor. Rule as the data show it, unless noted: active = inhibition above about 40%. Outcome played no part in choosing rows (roughly 0.94% active in at least one column).

item	mol	Bcl-XL Bim block	Bim-Mcl-1	RGS7-Gao reg	ABCG2 inh	ABCB1 inh	RGS8-Gao
1	CC1CCN(S(=O)(=O)c2ccc(S(=O)(=O)NCC(=O)C(C)(C)C)cc2)CC1	-2	0	99	0	0.1	92
2	CC(C)(C)SCCNC(=O)CSCc1ccc([N+](=O)[O-])cc1	-1	-1	100	2	0.4	100
3	COc1ccc(C(=O)Nc2ccc(Cl)c(Cl)c2)c(OC)n1	-1	-2	111	3	0.4	104
4	CC(=O)Sc1nc(-c2ccccc2)[nH]c1S(=O)(=O)c1ccc(C)cc1	-2	-2	106	-7	-1.9	81
5	COc1cccc(OC)c1OCCN1CCN(C(=O)c2ccco2)CC1	-4	0	94	1	0.6	101
6	Cn1c(=O)n(CCc2ccccc2)c(=O)c2c1ncn2Cc1ccccc1	-1	-1	98	3	0.5	101
7	CSc1nc(N)nc(SCC(=O)CC(=O)OC(C)C)c1C#N	-1	-2	102	0	-0.1	94
8	NC(=O)C(=O)N/N=C1\CCc2ccccc21	0	-3	102	1	-0.1	100
9	COc1cc(C(=O)Nc2ccc(-n3cnnn3)c(C)c2)cc(OC)c1OC	1	5	28*	4	0.7	41*
10	Cc1ccc(/C=N/N=C/c2ccc(C)cc2)cc1	0	0	95	2	0.2	101

item	Bcl-2 Bim block	RGS4-Gao reg	Bim-Bcl-B	Bfl-1 Bim block	Bim-Bcl-W
1	2	99	2	3	2
2	-1	104	-1	1	0
3	-1	111	-4	-11	7
4	1	101	-35	24	4
5	-9	101	-10	-14	0
6	-4	101	-7	-13	0
7	0	101	-4	-1	-3
8	-3	99	-5	-5	0
9	-1	25*	-7	-10	4
10	0	96	-5	-3	0

The listing continues.
item	mol	Bcl-XL Bim block	Bim-Mcl-1	RGS7-Gao reg	ABCG2 inh	ABCB1 inh	RGS8-Gao
11	CC(C)N=C(NC#N)SCC(=O)NC(C)(C)C	-13	-5	102	3	0.2	99
12	COc1cccc(NC(=O)C(=S)NC2CCCCC2)c1	-1	2	97	1	-0.1	98
13	CCOC(=O)Cc1cn2c(=O)cc(CSCC(=O)Nc3ccc(C)c(C)c3)nc2s1	0	1	84	1	-0.2	95
14	Cc1csc(SCC(=O)NCc2ccccc2Cl)n1	2	1	94	20	0.8	100
15	c1cncc(-c2nc(N3CCOCC3)c3c4c(sc3n2)CCC4)c1	0	0	106	2	0.5	100
16	NC(=O)c1nsnc1-c1ccccc1O	-10	-6	101	-5	-1.0	106
17	Cc1ccc(OCCC(=O)Nc2ccc(C)c(F)c2)cc1	-2	0	95	1	0.0	103
18	COc1ccc(CC(=O)N2N=C(C)CC2(O)C(F)(F)F)cc1OC (stereo not drawn)	-4	1	86	0	0.1	87
19	C#CCOCCOCCOCCNc1nc(N2CCOCC2)nc(N2CCN(C(=O)Cn3cc(CC(C)O)nn3)CC2)n1 (stereo not drawn)	-2	0	101	1	0.1	100
20	Cc1ccccc1NC(=S)NNc1ncc(C(F)(F)F)cc1Cl	-4	-3	105	0	0.0	101

item	Bcl-2 Bim block	RGS4-Gao reg	Bim-Bcl-B	Bfl-1 Bim block	Bim-Bcl-W
11	-12	97	-12	-20	-7
12	-1	100	-1	-7	-3
13	-2	87	0	1	2
14	-5	97	0	-1	3
15	0	103	0	3	-2
16	-5	103	-6	-10	-5
17	-2	98	0	-6	0
18	-3	102	-6	-13	0
19	0	102	-1	-1	-2
20	-7	102	-8	0	-2

One compound at a time (already shown).
Record of c1cncc(-c2nc(N3CCOCC3)c3c4c(sc3n2)CCC4)c1 : Bcl-XL Bim block = 0; Bim-Mcl-1 = 0; RGS7-Gao reg = 106; ABCG2 inh = 2; ABCB1 inh = 0.5; RGS8-Gao = 100; Bcl-2 Bim block = 0; RGS4-Gao reg = 103; Bim-Bcl-B = 0; Bfl-1 Bim block = 3; Bim-Bcl-W = -2
Record of NC(=O)C(=O)N/N=C1\CCc2ccccc21 : Bcl-XL Bim block = 0; Bim-Mcl-1 = -3; RGS7-Gao reg = 102; ABCG2 inh = 1; ABCB1 inh = -0.1; RGS8-Gao = 100; Bcl-2 Bim block = -3; RGS4-Gao reg = 99; Bim-Bcl-B = -5; Bfl-1 Bim block = -5; Bim-Bcl-W = 0
Record of NC(=O)c1nsnc1-c1ccccc1O : Bcl-XL Bim block = -10; Bim-Mcl-1 = -6; RGS7-Gao reg = 101; ABCG2 inh = -5; ABCB1 inh = -1.0; RGS8-Gao = 106; Bcl-2 Bim block = -5; RGS4-Gao reg = 103; Bim-Bcl-B = -6; Bfl-1 Bim block = -10; Bim-Bcl-W = -5

Two entries from above, reformatted.
(17) Cc1ccc(OCCC(=O)Nc2ccc(C)c(F)c2)cc1
  Bcl-XL Bim block: -2	Bim-Mcl-1: 0	RGS7-Gao reg: 95	ABCG2 inh: 1	ABCB1 inh: 0.0	RGS8-Gao: 103	Bcl-2 Bim block: -2	RGS4-Gao reg: 98	Bim-Bcl-B: 0	Bfl-1 Bim block: -6	Bim-Bcl-W: 0

(18) COc1ccc(CC(=O)N2N=C(C)CC2(O)C(F)(F)F)cc1OC (stereo not drawn)
  Bcl-XL Bim block: -4	Bim-Mcl-1: 1	RGS7-Gao reg: 86	ABCG2 inh: 0	ABCB1 inh: 0.1	RGS8-Gao: 87	Bcl-2 Bim block: -3	RGS4-Gao reg: 102	Bim-Bcl-B: -6	Bfl-1 Bim block: -13	Bim-Bcl-W: 0

Additional structures
item	mol	Bcl-XL Bim block	Bim-Mcl-1	RGS7-Gao reg	ABCG2 inh	ABCB1 inh	RGS8-Gao
21	O=C1c2ccccc2-c2nnc(-c3ccc(O)cc3)cc21	-1	0	101	13	1.6	101
22	O=C(NCCCn1ccnc1)c1cc(S(=O)(=O)N2CCOCC2)ccc1F	0	0	100	0	0.2	98
23	O=C(CSc1nnc(CCc2ccccc2)n1-c1ccc(Cl)cc1)NCc1ccccc1	-3	0	96	1	0.7	100
24	COc1ccc(/C=C/C(=O)Nc2c(C)nn(C)c2C)cc1COc1ccc(Br)cc1	0	7	100	9	6.4	104

item	Bcl-2 Bim block	RGS4-Gao reg	Bim-Bcl-B	Bfl-1 Bim block	Bim-Bcl-W
21	0	101	-1	-2	2
22	-3	99	-3	-4	0
23	-10	100	-7	-13	-2
24	6	100	-2	3	0

Source: PubChem
